PLK1 PBD block: qHTS for Inhibitors of PLK1-PDB (polo-like kinase 1 - polo-box domain): Primary Screen; Potency, µM, without a hit: max response, negative = inhibition, most hits filed as inhibitors; hit rate 2.8% among 360,000; Serine/threonine-protein kinase PLK1 (Homo sapiens), P53350; Plk1 PBD binding of FITC phosphopeptide, fluorescence polarization; also: potency is read from the fitted curve at half-maximal effect; series mostly up to about 57 µM; % is scaled to controls: 0 for no effect and ±100 for the full control effect; nearly all actives have a fitted effect of over 65% in size
GLP1R ag: qHTS of GLP-1 Receptor Agonists; Glucagon-like peptide 1 receptor (Homo sapiens), P43220; HEK293 GLP-1R CRE-luciferase, luminescence, 4-6 h; cells express a hypersensitive GLP-1R form; Potency, µM (top dose mostly 45.6 µM), without a hit: at the highest dose activation, actives largely listed as activators; hit rate 0.007% among 380,000; AID 624172, 2012; also: potency is read from the fitted curve at half-maximal effect; % of control where 0% means no effect
Target sequence (P43220 whole entry, looked up): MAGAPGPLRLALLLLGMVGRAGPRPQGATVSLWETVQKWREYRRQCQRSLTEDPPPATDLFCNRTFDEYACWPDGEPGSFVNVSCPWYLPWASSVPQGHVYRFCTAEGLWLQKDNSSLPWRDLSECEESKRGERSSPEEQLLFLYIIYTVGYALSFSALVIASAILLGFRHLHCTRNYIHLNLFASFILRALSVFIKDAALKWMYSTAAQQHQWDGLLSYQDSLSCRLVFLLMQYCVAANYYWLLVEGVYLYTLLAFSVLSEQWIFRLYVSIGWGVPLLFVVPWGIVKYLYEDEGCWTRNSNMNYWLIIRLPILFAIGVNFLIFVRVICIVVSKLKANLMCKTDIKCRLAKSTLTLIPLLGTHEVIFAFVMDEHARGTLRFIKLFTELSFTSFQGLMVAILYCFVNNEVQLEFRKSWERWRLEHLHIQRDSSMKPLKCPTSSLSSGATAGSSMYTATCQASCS
GLP1R cytotox: qHTS of GLP-1 Receptor Inverse Agonists: Cytotox Screen; HEK293 cAMP-luciferase reporter cells, luminescence, 24 h; Potency, µM (top dose mostly 38.3 µM), inactives show top-dose activity change, negative = inhibition, actives largely listed as inhibitors; hit rate 0.13% among 410,000; AID 624418, 2012;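 also: loss of luciferase light is scored as toxicity; potency is read from the fitted curve at half-maximal effect; % is scaled to controls: 0 for no effect and ±100 for the full control effect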
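A 23 nL compound transfer followed 12 hours of cell culture at 37 deg C; exposure then lasted 24 hr. Luciferase assay detection reagent was dispensed and plates read for luminescence after a 12 min room-temperature wait.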
PI5P4K alpha inh: qHTS for Inhibitors of phosphatidylinositol 5-phosphate 4-kinase (PI5P4K). Phosphatidylinositol 5-phosphate 4-kinase type-2 alpha (Homo sapiens), P48426. PI5P4Kalpha enzyme, ADP-Glo luminescence, 60 min; active compounds read low. max response, %. hit rate 1.2% among 330,000; active = max response of -50% or lower; inconclusive = between -30% and -50%; inactive = -30% or higher; also: value at the top dose of about 77 µM; % is scaled to controls: 0 for no effect and ±100 for the full control effect
Target sequence (P48426 whole entry, looked up): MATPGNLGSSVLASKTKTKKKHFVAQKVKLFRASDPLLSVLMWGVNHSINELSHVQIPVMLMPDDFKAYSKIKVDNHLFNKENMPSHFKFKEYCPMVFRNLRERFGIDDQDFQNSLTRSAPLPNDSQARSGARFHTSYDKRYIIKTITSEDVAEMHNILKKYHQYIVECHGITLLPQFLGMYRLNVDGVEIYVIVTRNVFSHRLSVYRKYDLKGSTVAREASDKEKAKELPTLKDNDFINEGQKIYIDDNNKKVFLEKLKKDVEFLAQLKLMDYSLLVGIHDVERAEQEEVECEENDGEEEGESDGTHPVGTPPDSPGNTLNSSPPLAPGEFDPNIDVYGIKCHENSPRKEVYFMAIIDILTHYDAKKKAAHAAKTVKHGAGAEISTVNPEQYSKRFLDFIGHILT
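Human PI5P4Kalpha with substrate in 0.038 M HEPES pH 7.4, 0.28 mM EGTA, 0.1% CHAPS, 5% DMSO; reaction started with 5 microM ATP (final), 60 min at room temperature. ADP formed read by ADP-Glo luminescence.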
GLP1R inv ag: qHTS of GLP-1 Receptor Inverse Agonists (Inhibition Mode); Potency, µM (doses to about 38.3 µM), without a hit: at the top dose activity change, negative = inhibition, actives largely listed as inhibitors; Glucagon-like peptide 1 receptor (Homo sapiens), P43220; hit rate 1.6% among 410,000; HEK293 GLP-1R CRE-luciferase, luminescence, 24 h; GLP-1R form is constitutively active; also: potency is read from the fitted curve at half-maximal effect; % is scaled to controls: 0 for no effect and ±100 for the full control effect; nearly all actives have a fitted effect of over 55% in size
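Constitutively active GLP-1R drives a cAMP-responsive luciferase in stably transfected HEK293 cells; test compounds are added after overnight (12 h) attachment and left 24 hr, and signal loss in luminescence marks inhibition.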
EPAC1 agonist: qHTS for Agonist of cAMP-regulated guanine nucleotide exchange factor 3 (EPAC1): primary screen; Rap guanine nucleotide exchange factor 3 (Homo sapiens), O95398; EPAC1 agonist qHTS, biochemical assay; response scale: 100% = response to 6.5 mM cAMP; Potency, µM (highest dose often 154 µM), without a hit: at the top dose activation, most hits filed as activators; hit rate 0.073% among 360,000; AID 720707, 2013; also: potency is read from the fitted curve at half-maximal effect; nearly all actives have a fitted effect of over 60% in size
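Compounds were pinned as a concentration titration into mixtures of EPAC1 (100 nM), BODIPY-GDP-loaded Rap1B (250 nM) and GDP (50 uM). After 5 min at room temperature, fluorescence was followed for 30 min; activity was scaled to 6.5 mM cAMP.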
IL-2 act: qHTS of IL-2 Activators | activation, % (series mostly up to about 46 µM) | IL-2 activation reporter assay, cell-based qHTS; stimulated with anti-CD3/CD4/CD28 beads; in transgenic mouse T cells | hit rate 0.065% among 360,000; in the data active = activation above about 50%; inconclusive = mostly about 30% to 49%; also: 0% is about no effect
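Unstimulated transgenic mouse T cells preincubated 60 min with compound, then stimulated with anti-CD3/anti-CD4-coated beads plus anti-CD28 for 18 h at 37 degrees C. IL-2 response read as EGFP and DsRed fluorescence by plate cytometry.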
PTHR1 ag: qHTS for PTHR1 Agonists: Primary Screen; HEK293 GP2 PTHR1 cells, GloSensor cAMP luminescence, 1 h; Parathyroid hormone/parathyroid hormone-related peptide receptor (Homo sapiens), Q03431; Potency, µM (titrated, usually from 115 µM), without a hit: at the top dose activation, usual class: activators; hit rate 0.075% among 410,000; also: potency is read from the fitted curve at half-maximal effect; nearly all actives have a fitted effect of over 55% in size; some results filed as inactive show a strong effect at the top dose; inactives centre near -15; many of its hits are not listed in these tables
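HEK-293-derived GP2 cells expressing PTHR1 and a GloSensor cAMP reporter, 3,000/well, plated overnight, given luciferin plus IBMX (each 0.5 mM as added) for 1 h at 37 °C, then compound for 1 h at 37 °C. Luminescence was read after 15 min at room temperature.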
EPAC1 antag: qHTS for Antagonist of cAMP-regulated guanine nucleotide exchange factor 3 (EPAC1): primary screen | Rap guanine nucleotide exchange factor 3 (Homo sapiens), O95398 | EPAC1 GEF assay, Rap1b-BODIPY-GDP exchange fluorescence | Potency, µM (highest dose often 115 µM), for the others: at the top dose activity change, negative = inhibition, hits mostly inhibitors | hit rate 0.14% among 360,000;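 also: potency is read from the fitted curve at half-maximal effect; plate controls were vehicle for no effect and positive control for full effect; nearly all actives have a fitted effect of over 50% in size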
Numbers without * were called inactive; i = inactive; ? = inconclusive; . = no result given; [ ] = another dose, or the depositor's remark. Unless noted, calls follow the shape of the dose curve; as a rule, active = well fitted curve in the direction sought with a large enough effect; inconclusive = small, poorly fitted or top-dose-only effect, or another doubt; inactive = no such curve, though single readings can be large; an effect the other way counts as inactive or inconclusive.

Molecule,PLK1 PBD block,GLP1R ag,GLP1R cytotox,PI5P4K alpha inh,GLP1R inv ag,EPAC1 agonist,IL-2 act,PTHR1 ag,EPAC1 antag
CCOC(=O)c1cnn(-c2ccccn2)c1N,-3%,11%,5%,6,25%,-5%,-1.9,-19%,3%
O=C(Cc1ccccc1)N/N=C/C=C/c1cccc([N+](=O)[O-])c1,-8%,2%,19%,7,11%,1%,-0.9,i,-5%
CCCOC(=O)c1c(NC(=O)C(C)Sc2nc(-c3ccccc3)cc(C(F)(F)F)n2)sc(C(=O)N(C)C)c1C (configuration not stated),.,-4%,-12%,.,?,.,.,-15%,.
Cn1c(=O)c2c(nc(NCc3ccccc3)n2Cc2ccc(Cl)c(Cl)c2)n(C)c1=O,.,5%,-5%,.,?,.,.,-25%,.
COC(=O)C(/C=N/O)NC(=O)c1ccccc1 (configuration not stated),?,-3%,-9%,2,4%,5%,2.0,i,14%
COc1cccc(NC(=O)Cn2c(=O)n(CCC(=O)NCc3ccco3)c(=O)c3ccccc32)c1,-8%,3%,-26%,0,3%,9%,0.1,-11%,-10%
CN(C)C(=O)c1nc2ccccc2s1,-2%,1%,-2%,0,0%,-6%,-1.4,-7%,8%
Cc1ccccc1OCC(=O)O/N=C(\N)c1ccncc1,-2%,14%,-2%,3,1%,4%,0.2,-7%,-3%
Cc1ccc(C(=O)NC2CC3CCC(C2)N3C)cc1 (configuration not stated),-3%,5%,2%,-13,-23%,-6%,0.6,-4%,7%
CCOC(=O)c1c(NC(=O)OC)sc(C(=O)N(C)C)c1C,?,26%,-10%,-9,67%[activator],3%,0.2,-19%[57.5 µM],2%
COc1ccc(CN(C(=O)CN2C(=O)c3ccccc3S2(=O)=O)C(C(=O)NCC2CCCO2)c2ccncc2)cc1 (configuration not stated),-5%,-1%,-15%,-5,1%,1%,0.1,i,-5%
Cc1ccc(NC(=O)c2cc3ccccc3o2)nc1,11%,1%,0%,5,?,1%,0.6,-16%,-11%
N#Cc1ccc(NC(=O)Cn2cnc(S(=O)(=O)N3CCc4ccccc43)c2)cc1,-3%,3%,-8%,-2,?,-2%,-0.9,-28%,11%
CC1CCCN(C(=O)Cn2nnc(-c3ccc(N(C)C)cc3)n2)C1 (configuration not stated),3%,-6%,-4%,-5,3%,-18%,1.2,i,-14%
Cc1cccc(NC(=O)COC(=O)CCc2ccc(S(=O)(=O)N3CCOCC3)cc2)c1C,-5%,3%,-11%,6,8%,6%,-2.9,i,-4%
C[C@H]1COC(=O)CCC/C=C\C[C@H](CC(=O)N(CCO)Cc2ccccc2)C(=O)N1,-10%,4%,-4%,3,3%,-3%,-0.7,i,5%
COc1ccccc1NC(=O)Cc1nc(CCl)cs1,-1%,16%,0%,1,21%,3%,0.9,-30%,0%
CN(C)CCNc1ncnc2c1sc1nc(-c3ccccc3)c3c(c12)CCCC3,11%,-10%,?,-3,?,-1%,-4.9,i,-22%
CCOCCc1c(O)nc(SCC)[nH]c1=O,-3%,2%,2%,-6,7%,18%,-2.5,-9%,-9%
Cc1cnn(-c2ccc3nnc(-c4ccc(Cl)cc4)n3n2)c1,1%,-1%,-1%,-8,48%[activator],2%,2.9,-10%[57.5 µM],13%
Cn1c(=O)c2[nH]c(CCCCCCCc3nc4ccccc4[nH]3)nc2n(C)c1=O,4%,-2%,3%,-2,1%,0%,-1.0,-31%[inhibitor],-15%
Cc1ccc(S(=O)(=O)NCCC(C)C)cc1[N+](=O)[O-],-2%,0%,-17%,0,?,-4%,2.4,-30%[inhibitor],-4%
COc1ccc(S(=O)(=O)NCCSCc2ccco2)cc1C,-8%,5%,-25%,.,4%,0%,1.1,i,-9%
Cc1ccc(CN2CC(C(=O)NCC(=O)Nc3c(C)cccc3C)CC2=O)cc1 (configuration not stated),-3%,6%,-3%,6,10%,-6%,-0.7,i,13%

An excerpt from above in order of molecular weight, ascending:
Molecule,PLK1 PBD block,GLP1R ag,GLP1R cytotox,PI5P4K alpha inh,GLP1R inv ag,EPAC1 agonist,IL-2 act,PTHR1 ag,EPAC1 antag
CN(C)C(=O)c1nc2ccccc2s1,-2%,1%,-2%,0,0%,-6%,-1.4,-7%,8%
COc1ccccc1NC(=O)Cc1nc(CCl)cs1,-1%,16%,0%,1,21%,3%,0.9,-30%,0%
CCOC(=O)c1c(NC(=O)OC)sc(C(=O)N(C)C)c1C,?,26%,-10%,-9,67%[activator],3%,0.2,-19%[57.5 µM],2%

Other entries follow.
Molecule,PLK1 PBD block,GLP1R ag,GLP1R cytotox,PI5P4K alpha inh,GLP1R inv ag,EPAC1 agonist,IL-2 act,PTHR1 ag,EPAC1 antag
O=C(CSc1ccccc1)Nc1ccc(N2CCN(c3ccccc3)CC2)c(F)c1,-2%,-13%,5%,-5,-14%,9%,-0.2,-59%[inhibitor][57.5 µM],0%
CC(C)(C)OC(=O)C[C@H]1C/C=C\C[C@H](CC(=O)NCCO)C(=O)N2CCC[C@@H]2COC1=O,-1%,14%,0%,4,-11%,-19%,-1.3,-24%,6%
Clc1ccccc1/C=N/N1CCN(Cc2ccccc2)CC1,-4%,-1%,10%,-2,-9%,15%,-0.5,-29%,-19%
CCc1ccccc1N(C(=O)c1snc(C(N)=O)c1N)C(C(=O)NCC1CCCO1)c1ccc(C)o1 (configuration not stated),0%,2%,-13%,3,-27%,-9%,-0.1,-12%,-6%
O=C(c1ccc2nc(Cc3ccccc3F)oc2c1)N1CC[C@H](O)C1,24µM*,-6%,-7%,-12,9%,-3%,-2.2,i,-8%
CCOC(=O)CNC(=O)Cn1cnc2sc(C)c(S(=O)(=O)N3CCC(C)CC3)c2c1=O,-10%,-8%,-8%,-6,-7%,0%,2.5,i,-8%
Nc1nc(-c2ccco2)nc(N2CCCCC2)n1,1%,-9%,2%,-4,32%[activator],1%,0.4,-3%[57.5 µM],0%
COCC(=O)N(C)C[C@H]1Oc2cc(C#Cc3cccnc3)ccc2S(=O)(=O)N([C@H](C)CO)C[C@H]1C,-9%,-7%,18%,0,16%,0%,-0.1,-38%[inhibitor],-5%
CCCOc1ccc(CN(CCO)CCO)cc1[N+](=O)[O-],-4%,-7%,4%,0,-20%,10%,1.4,-35%[inhibitor],10%
O=[N+]([O-])c1ccccc1NCc1ccccc1Cl,-11%,15%,11%,1,?,9%,-3.3,i,-17%
Cc1ccc(S(=O)(=O)N2C[C@@H]3CCCC[C@@H]3[C@@H](C)[C@H]2c2cn(Cc3ccccc3)c3ncccc23)cc1,-8%,-3%,5%,0,6%,-11%,-0.2,-28%,-2%
COc1ccc(CNC(=O)Cn2ncc3c(=O)oc4ccccc4c32)c(OC)c1,.,0%,-4%,.,0%,.,.,-39%[inhibitor],.
CCCCN(C(=O)C1CC(=O)N(c2ccc(OC)cc2OC)C1)c1c(N)n(CC(C)C)c(=O)[nH]c1=O (configuration not stated),1%,5%,-1%,-5,4%,-24%,-0.2,-22%,-4%
O=C(CCNC(=O)c1ccccc1Cl)Nc1ccccc1N1CCCC1,-3%,0%,-2%,9,1%,5%,-1.1,i,5%
CN(C)C(=O)CSc1nnc(-c2ccco2)n1-c1ccccc1,-2%,-5%,-4%,2,26%,-3%,-0.5,-13%,-10%
CCOC(=O)c1ccc(N2C(=O)CC(N3CCC(O)(c4ccc(Cl)cc4)CC3)C2=O)cc1 (configuration not stated),-4%,6%,-7%,-1,0%,-4%,-1.2,-28%,3%
Cc1c(N=C2N=C(NC(=O)NC(C)(C)C)c3ccccc32)c(=O)n(-c2ccccc2)n1C,-14%,17%,-6%,-2,5%,6%,-0.5,-9%,-18%
CCN(CC)C(=O)CCS(=O)(=O)c1cccc2nonc12,-1%,3%,-1%,7,10%,7%,-0.9,i,-8%
CCOC(=O)[C@]12CCC=C1N(Cc1ccco1)C(=O)[C@H](CC(=O)NCc1ccc(C)o1)C2,-11%,-1%,0%,-17,22%,-14%,0.7,i,1%
CCN1C(=O)N[C@@H](c2ccc(Br)cc2)C(C(C)=O)=C1C,-1%,2%,28%,-4,23%,7%,0.4,i,-1%
Nc1cc(=O)[nH]c(SCC(=O)Nc2cccc(S(=O)(=O)N3CCCCCC3)c2)n1,-10%,-12%,0%,-11,6%,7%,-0.5,-36%[inhibitor],-5%
O=C(COC(=O)/C=C/c1cccs1)Nc1ccc(F)cc1,0%,-3%,1%,0,-3%,-5%,0.7,i,-1%
COc1cc2[nH]c(C(=O)NCC3CCCO3)cc2c(OC)c1OC (configuration not stated),-8%,7%,-8%,4,1%,5%,0.2,-8%,0%
CC(=O)N1CCN(c2ccccc2NC(=O)c2ccc3ccccc3c2)CC1,-2%,18%,?,2,3%,7%,-3.8,-19%,-17%

Bioassay records: PubChem, National Center for Advancing Translational Sciences (NCATS)

This is a subset; count on the stated rates, not on these rows.
